# Screening results: PubChem, several laboratories
# GLD-1 TGE inh: GLD-1/TGE RNA complex disruptors, primary screen, biochemical, fluorescence polarization. Female germline-specific tumor suppressor gld-1 (Caenorhabditis elegans), Q17339. purified GLD-1 + fluorescein TGE RNA. inhibition, % at 5.96 µM. actives 0.44% (n = 320,000). AID 2280, 2010;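 active = percent inhibition above a per-plate cutoff, the plate mean of test compounds plus 3 SD, cut at about 30% in these data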;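 also: 0% = DMSO wells with GLD-1 and probe and 100% = wells lacking GLD-1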
# Target sequence (Q17339 whole entry, looked up): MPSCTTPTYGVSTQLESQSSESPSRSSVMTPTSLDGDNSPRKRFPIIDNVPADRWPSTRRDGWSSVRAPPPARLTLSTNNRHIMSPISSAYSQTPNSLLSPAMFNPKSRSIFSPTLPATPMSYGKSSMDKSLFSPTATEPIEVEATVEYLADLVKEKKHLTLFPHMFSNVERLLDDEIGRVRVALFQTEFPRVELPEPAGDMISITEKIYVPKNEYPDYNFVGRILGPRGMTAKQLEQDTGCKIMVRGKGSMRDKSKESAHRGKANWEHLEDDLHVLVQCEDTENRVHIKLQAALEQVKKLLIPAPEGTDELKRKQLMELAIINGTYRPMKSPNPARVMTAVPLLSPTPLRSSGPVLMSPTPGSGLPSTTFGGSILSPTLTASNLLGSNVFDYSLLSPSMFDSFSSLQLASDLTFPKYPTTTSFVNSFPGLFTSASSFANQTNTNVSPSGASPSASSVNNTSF
# AHR act: AHR activators, primary screen, cell-based, luminescence, luciferase reporter, human. Aryl hydrocarbon receptor (Homo sapiens), P35869. AHR-responsive luciferase reporter cells. activation, % at 5 µM. actives 2.5% (n = 320,000). AID 2796, 2010; in the data active = activation above about 47%;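 also: 0% = vehicle wells and 100% = reference agonist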
# MCL1-BIM inh: inhibitors of MCL1 binding to BIM-BH3, primary screen, biochemical, fluorescence polarization; GST-MCL1 / FITC-Bim-BH3 fluorescence polarization; actives 0.68% (n = 320,000); inhibition, % at 10.9 µM; Induced myeloid leukemia cell differentiation protein Mcl-1 (Homo sapiens), Q07820;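 active = inhibition above the mean inhibition of all tested compounds plus 3 SD, set per campaign, cut at about 40% in these data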;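 also: 0% = DMSO wells and 100% = unlabeled Bim-BH3 peptide control; higher means more loss of mP so more displacement of Bim peptide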
# Target sequence (Q07820 whole entry, looked up): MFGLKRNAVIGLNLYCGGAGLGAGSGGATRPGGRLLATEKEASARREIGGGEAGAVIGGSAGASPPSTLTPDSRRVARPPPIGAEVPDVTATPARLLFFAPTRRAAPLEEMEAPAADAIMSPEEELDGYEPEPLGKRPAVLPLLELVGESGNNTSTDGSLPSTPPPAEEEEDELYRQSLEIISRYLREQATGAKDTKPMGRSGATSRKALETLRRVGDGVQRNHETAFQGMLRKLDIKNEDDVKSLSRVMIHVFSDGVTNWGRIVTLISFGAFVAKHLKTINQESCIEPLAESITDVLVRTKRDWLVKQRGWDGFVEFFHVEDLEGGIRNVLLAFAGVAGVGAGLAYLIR
# PME-1 primary: PME-1 inhibitors via competitive probe labeling, primary screen, biochemical, fluorescence polarization, FP-Rh probe, HTS; Protein phosphatase methylesterase 1 (Homo sapiens), Q9Y570; recombinant PME-1; inhibition, % at 5.9 µM; actives 0.53% (n = 320,000); AID 2130, 2009;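 active = inhibition above the campaign mean of all compounds plus 3 SD, cut at about 26% in these data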;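 also: competitive labeling of PME-1 active site by serine hydrolase directed probe; 0% = PME-1 with DMSO and 100% = wells lacking PME-1 enzyme; inhibitors block probe labeling so polarization falls and inhibition rises; many of its hits are not listed in these tables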
# Bcl-xL primary: inhibitors of human Bcl-xL, primary screen, biochemical, fluorescence polarization, HTS | Bcl-2-like protein 1 (Homo sapiens), Q07817 | GST-Bcl-xL / FITC-Bim BH3 peptide fluorescence polarization | inhibition, % at 10.9 µM | actives 0.7% (n = 320,000);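 active = inhibition above the mean of all tested compounds plus 3 SD, cutoff set per campaign, cut at about 30% in these data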;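 also: 0% = DMSO wells and 100% = unlabeled Bim-BH3 peptide competitor; inhibitors lower millipolarization by displacing the labeled peptide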
# Target sequence (Q07817 whole entry, looked up): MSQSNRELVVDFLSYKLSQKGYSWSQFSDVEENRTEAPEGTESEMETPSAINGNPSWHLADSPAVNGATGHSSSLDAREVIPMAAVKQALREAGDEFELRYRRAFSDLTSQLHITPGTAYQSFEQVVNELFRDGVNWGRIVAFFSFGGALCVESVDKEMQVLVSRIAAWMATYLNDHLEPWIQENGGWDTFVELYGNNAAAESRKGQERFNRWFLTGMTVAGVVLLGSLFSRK
# MEX-5 binding: MEX-5 zinc finger RNA-binding disruptors – biochemical, C. elegans, fluorescence polarization, MLPCN library, primary screen; Zinc finger protein mex-5 (Caenorhabditis elegans), Q9XUB2; MEX-5/FITC-TCR2 RNA binding; active compounds read low; activity score (negative = inhibition of binding), % at 10 µM; actives 0.38% (n = 300,000); AID 1832, 2009;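 active = inhibition past about -25% in most replicates, and total fluorescence under double the plate's negative control median, limit read from the data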;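 also: 0% = DMSO and -100% = 5 µM competing unlabeled TCR2 RNA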
# Fam108B inh: mouse Fam108B serine hydrolase inhibitors, primary screen, counter-screen for RBBP9 inhibitor project, biochemical, fluorescence polarization; recombinant Fam108B, FP-Rh probe fluorescence polarization; inhibition, % at 9.51 µM; actives 0.33% (n = 300,000);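 active = inhibition above the screen mean inhibition plus 3 SD, computed separately per campaign, cut at about 18% in these data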;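 also: inhibitors lower polarization as less probe binds the enzyme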
# pPAFAH FP inh: pPAFAH enzyme inhibitors, primary screen, biochemical, fluorescence polarization, human; Platelet-activating factor acetylhydrolase (Homo sapiens), Q13093; recombinant pPAFAH, FP-rhodamine probe fluorescence polarization; inhibition, % at 3.39 µM; actives 1.5% (n = 330,000);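 active = inhibition above the mean inhibition across the screen plus 3 SD, cut at about 25% in these data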;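 also: inhibitors block binding of the rhodamine activity-based probe so polarization drops; 0% = enzyme with DMSO and 100% = wells lacking pPAFAH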
# PAFAH1B2 inh: PAFAH1B2 enzyme inhibitors, primary screen, biochemical, fluorescence polarization, human. Platelet-activating factor acetylhydrolase IB subunit alpha2 (Homo sapiens), P68402. actives 1.2% (n = 340,000). recombinant PAFAH1B2, FP-rhodamine activity probe. inhibition, % at 3.39 µM. AID 492953, 2010;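 active = inhibition above the mean of all tested compounds plus 3 SD, cut at about 24% in these data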;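 also: 0% = enzyme with DMSO and 100% = wells lacking PAFAH1B2; many of its hits are not listed in these tables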
# Starred values were filed as active, the others as inactive; · = not tested or not shown.
SMILES,GLD-1 TGE inh,AHR act,MCL1-BIM inh,PME-1 primary,Bcl-xL primary,MEX-5 binding,Fam108B inh,pPAFAH FP inh,PAFAH1B2 inh
COCCCC1CCN(Cc2cn[nH]c2-c2cc(OC)c(OC)c(OC)c2)CC1,-2,-1,3,2,2,-2.4,-5,3,4
Cn1cccc1Cc1nnc(SCC(=O)Nc2nc3ccccc3s2)n1CCc1ccccc1,-1,6,-11,-5,-7,·,-3,2,2
COC(=O)c1cc2c(-c3ccccc3)c(C)c3ccccn3c-2c1C(=O)OC,63*,10,43*,5,47*,-3.7,6,12,1
Clc1cccc(Cl)c1Cn1cnc(=NCc2ccco2)c2[nH]cnc21,4,3,1,-1,2,0.0,-3,16,0
N#CC1=C(N)SC(N)=C(C#N)C1C1CC=CCC1 (stereo unspecified),-4,1,1,0,7,-2.6,1,10,10
CCn1ccnc1CN1CCN(CC(C)C)C(CCO)C1 (stereo unspecified),5,4,5,3,4,-0.6,0,5,1
Cc1ccc(CN2CCNC(=O)C2CC(=O)N(C)C2CCCCC2)cc1 (stereo unspecified),4,3,3,-3,9,-0.3,3,1,3
CN(C(=O)c1ccccc1-c1ncc[nH]1)C1CCCN(Cc2ccccc2F)C1 (stereo unspecified),0,1,12,5,5,-1.8,8,-2,-9
O=c1cc(-c2ccsc2)oc2ccc(-c3ccc4cc[nH]c4c3)cc12,2,-2,·,·,·,·,·,-3,-1
C/C(=N\NC(=O)c1cc2c(s1)CCC(C)C2)c1cccnc1 (stereo unspecified),1,-1,3,-1,4,2.8,-2,0,0
Cc1ccc(S(=O)(=O)NC(CC(C)C)C(=O)NCc2ccco2)cc1 (stereo unspecified),4,1,2,-2,-2,0.1,2,0,3
CNC1(C(N)=O)CCNCC1,2,4,-6,-1,-6,4.8,-5,-6,7
CCCCCn1c(=S)[nH]c2cc(C(=O)N3CCCC3)ccc2c1=O,-3,4,0,3,-5,0.7,3,5,-1
CCOC(=O)C1CCN(Cc2nc3ccc(Cl)cc3n2CCO)CC1,-5,4,8,6,8,1.2,-3,0,10
NC(=O)CSC1=Nc2ccccc2C2=NC(CC(=O)NCc3cccs3)C(=O)N12 (stereo unspecified),1,3,0,2,4,-2.3,-1,12,-2
COc1cccc(NC(=O)Cn2cc(C=O)c3ccccc32)c1,-10,-1,9,0,6,1.7,13,-4,0
CCOc1cc(CNCC(C)C)cc(Cl)c1OCc1ccccc1,0,2,-4,-6,1,2.4,0,2,7
CCOC(=O)c1ccc2[nH]c3c(c2c1)CCCC3NC=O (stereo unspecified),0,115*,3,0,4,-1.7,-4,7,0
Cc1ccc(-n2c(SCC(=O)Nc3cccc(S(=O)(=O)NC4=NCCCCC4)c3)nc3ccccc3c2=O)cc1,4,1,-2,-16,1,0.7,-15,3,4
O=C(Nc1nc2c(F)cc(F)cc2s1)c1ccco1,3,13,5,-2,6,0.7,-5,-2,-3
CN(C)C(=O)c1cn(N(C)c2ncc(C(F)(F)F)cc2Cl)c(=O)c2ccccc12,-12,0,4,-3,4,1.6,-4,4,-3
Cc1onc(-c2ccccc2Cl)c1C(=O)NC1CCS(=O)(=O)C1 (stereo unspecified),7,0,8,5,5,1.2,3,-5,4
CC(=O)c1ccc(N(CC(=O)NC2CCS(=O)(=O)C2)S(=O)(=O)c2ccc(C)cc2)cc1 (stereo unspecified),-1,-1,·,·,·,·,·,-1,2
Cc1cc(N2CCN(S(=O)(=O)Cc3ccccc3)CC2)n2ncnc2n1,9,-4,-12,1,-8,2.4,-6,0,7
COC(=O)c1ccc(Sc2ccc(C)cc2)c(N)c1,2,1,-3,2,6,-3.1,4,2,15
CCc1nnc(NC(=O)[C@@H](NC(=O)c2ccc(OC)cc2)C(C)C)s1,-5,-1,6,1,0,·,8,-4,2
O=C(c1ccc2c(c1)OCCO2)C1CCN(C(=O)c2ccc(F)c(F)c2)CC1,9,-2,6,-3,7,-0.5,-1,-2,0
COc1cc(/C=N/NC(=O)C(=O)NCC2CCCO2)cc(Cl)c1O (stereo unspecified),-4,0,1,4,1,1.2,-2,-3,5
C/C(=N/NC(=O)CNC(=O)c1ccncc1)c1ccc(Cl)cc1,6,4,10,-3,3,-0.2,6,-5,7
CC(C)CC1Nc2ncnc(N3CCN(c4ccccc4)CC3)c2N(Cc2ccccc2)C1=O (stereo unspecified),4,2,8,4,8,0.3,-3,3,-1
Cc1ccc(S(=O)(=O)N2[C@@H](c3ccc(C(C)C)cc3)C(C(=O)O)=C[C@H]2C(C)(C)C)cc1,4,-1,·,·,·,·,·,13,28*
COc1ccccc1CNC(=O)CN(C)Cc1ccc(SC)cc1,3,3,-3,4,0,-2.9,2,2,3
Clc1ccc(CNCCCSc2ncccn2)cc1Cl,6,1,5,-2,6,-2.3,1,6,0
Cc1ccc2oc(=O)n(Cc3ccccc3OC(C)C)c2c1,-1,1,0,-6,-1,-0.8,-1,3,4
COc1ccc(Cl)cc1NC(=O)COc1ccc(S(=O)(=O)N2CCOCC2)cc1C,1,-5,-6,-2,-2,0.8,3,1,-3
CCN1CCN(CCCNC(=O)c2ccc(CS(=O)c3ccc(Br)cc3)o2)CC1 (stereo unspecified),3,1,-1,2,2,0.1,4,2,0
Cn1c(=O)c2c(nc(CN3CCN(Cc4ccccc4)CC3)n2Cc2ccc(Cl)cc2)n(C)c1=O,0,4,-3,8,-3,-1.4,0,-2,4
CC(C)CNS(=O)(=O)c1ccc(OCC(=O)Nc2ccc3c(c2)OCO3)c(Cl)c1,0,-1,0,-1,1,1.3,-2,0,1
COc1ccc(/C=C/C(=O)NCc2ccccn2)cc1OC,6,4,10,-6,7,2.0,4,-5,1
Cc1cc(C)cc(NS(=O)(=O)c2cccs2)c1,12,3,-1,0,-2,-1.9,2,12,8
COc1ccc(NC(=O)CC2Sc3ncnn3C2=O)cc1 (stereo unspecified),3,2,5,-3,5,1.9,-1,-4,4
CCN(C(=O)COC(=O)c1cc(=O)[nH]c2ccccc12)C1CCS(=O)(=O)C1 (stereo unspecified),3,8,0,2,0,1.6,-3,3,-4
Cc1snc2sc(C(=O)c3ccc(F)cc3)c(N)c12,-4,5,-1,1,1,-0.7,-1,7,4
COc1ccccc1NC(=O)c1cc(C(=O)O)ccc1C(=O)O,1,1,8,2,10,0.3,3,2,2
O=[N+]([O-])c1ccc(Cl)cc1CNc1ccc(F)c(F)c1,2,106*,6,2,4,0.5,-3,4,-1
Cc1csc(SCC(=O)Nc2ncc(Cl)c(C)c2Cl)n1,-2,11,-1,-2,1,-3.7,1,0,3
CC1=CC(C)(C)N2C(=O)C(=O)c3cc(OC(=O)c4ccco4)cc1c32,0,6,1,5,1,2.4,4,3,·
COc1ccc(Cl)cc1NS(=O)(=O)c1ccc(S(=O)(=O)N2CCCC2)cc1,-7,12,12,4,7,4.7,6,2,25*
Cc1ccc(C)c(-n2c(C)cc(/C=N/NC(=O)c3c(C)nc4cc(C)ccn34)c2C)c1,4,-5,-1,-2,1,1.8,4,12,2
Cc1cccc(-c2nn(-c3ccccc3)cc2C(=O)N(C)CC(=O)Nc2ccc(N3CCOCC3)cc2)c1,3,9,-8,-2,-7,1.8,-2,2,1
CSc1ccccc1NC(=O)c1ccccc1C,3,2,6,4,-1,0.4,3,5,-4
CCCCn1c(N)c(N(CC)C(=O)CSc2nnnn2-c2cc(C)ccc2C)c(=O)[nH]c1=O,12,4,0,2,-1,-3.6,-6,2,8
CCCCN=C1CC(C)(C)CC(=O)/C1=C(/O)CCC,1,-5,6,0,4,0.7,-2,5,4
O=C(CCc1ccc(S(=O)(=O)N2CCOCC2)cc1)N1CCc2ccccc2C1,2,5,1,-2,0,-0.3,0,-4,3
CCOC(=O)c1cc(NC(=O)CSCCO)ccc1Cl,2,5,7,-1,9,-1.8,-3,-4,0
COc1cccc(N=c2oc3ccc(OC)cc3cc2-c2nc3ccccc3[nH]2)c1,2,53*,-3,-5,6,·,-5,2,-4
CCOc1ccc(C(C)=O)cc1COC(=O)C(C)N=C1NS(=O)(=O)c2ccccc21 (stereo unspecified),9,-1,0,2,2,-0.6,-10,0,-2
CC(=O)Oc1ccc(N2C(=O)C3C4C=CC(CO)(O4)C3C2=O)cc1 (stereo unspecified),-3,1,20,-6,10,-0.1,-6,5,3
COc1cccc(/C=N/Nc2cc(Cl)nc(C)n2)c1O,10,22,2,-11,1,1.7,-4,-3,3
COCCCn1c(=N)c(C(=O)NC2CCCCC2)cc2c(=O)n3ccccc3nc21,4,3,-6,0,2,-1.5,2,4,4
# New compounds follow
SMILES,GLD-1 TGE inh,AHR act,MCL1-BIM inh,PME-1 primary,Bcl-xL primary,MEX-5 binding,Fam108B inh,pPAFAH FP inh,PAFAH1B2 inh
O=C(CN1C(=O)C2CC=CCC2C1=O)Nc1nc(-c2ccc(F)cc2)cs1 (stereo unspecified),1,15,-6,-1,-7,·,·,7,8
CC(C)COc1ccc(C(=O)Nc2sc3c(c2C(=O)O)CC(C)(C)OC3)cc1,6,-2,3,-10,3,1.4,5,8,10
O=C(C1CC1)N(CCN(C(=O)C1CC1)c1ccccc1)c1ccccc1,8,0,7,2,2,0.0,1,8,4
N=C1C(c2ccccc2)=C(O)CN1c1cccc(S(=O)(=O)NCc2ccco2)c1,3,3,0,4,1,-0.7,0,2,1
CCNC(=O)NC(=O)COC(=O)CNC(=O)COc1ccccc1,5,1,1,-3,3,-0.9,-2,0,1
Cc1cccnc1NC(=O)CCCNC(=O)c1ccc(Cl)cc1,0,0,-3,2,-2,-1.1,1,4,1
CC(=O)Nc1ccc(-c2nnc(SCC(=O)c3ccc4c(c3)Cc3ccccc3-4)n2C)cc1,6,4,-12,-48,-20,0.7,-46,-4,-9
Cc1nc(-c2ccc(S(=O)(=O)Nc3ccc(S(N)(=O)=O)cc3)cc2)co1,-3,1,1,-3,4,-1.9,-3,-3,3
Cc1[nH]c2ccccc2c1SCc1nnc(SCc2ccccc2)n1C,5,1,0,1,5,0.2,3,7,4
CCN(CC)C(=O)C1CCCN(Cc2ccccc2)C1 (stereo unspecified),8,0,12,-3,6,1.2,3,5,-6
O=C(NCc1ccccc1F)c1ccc(S(=O)(=O)N2CCCCCC2)cc1,0,0,3,-1,2,·,·,-3,3
CC[C@]12c3[nH]c4ccccc4c3CCN1C(=O)C(CC(=O)NCC13CC4CC(CC(C4)C1)C3)C[C@@H]2C(=O)N1CCN(C(=O)c2ccco2)CC1 (stereo partly specified),4,-1,·,·,·,·,·,6,2
O=C(c1ccc2c(c1)OCO2)N1CCN(c2ccccc2)CC1,5,3,2,1,2,1.7,1,-1,-2
COc1ccc(S(=O)(=O)N2CCOC2CNC(=O)C(=O)NCc2ccncc2)cc1OC (stereo unspecified),4,-3,2,-3,4,-3.1,1,5,1

# Only part of the results is shown, so the mix of outcomes need not match the whole.
